# GLP1R ag: qHTS of GLP-1 Receptor Agonists. Glucagon-like peptide 1 receptor (Homo sapiens), P43220. HEK293 GLP-1R CRE-luciferase, luminescence, 4-6 h; cells express a hypersensitive GLP-1R form. Potency, µM (doses to about 45.6 µM), for inactives: at the highest dose activation, actives largely listed as activators. actives 0.007% (n = 380,000). AID 624172, 2012; note: potency is the fitted concentration of half-maximal effect; % of control where 0% means no effect
# Target sequence (P43220 whole entry, looked up): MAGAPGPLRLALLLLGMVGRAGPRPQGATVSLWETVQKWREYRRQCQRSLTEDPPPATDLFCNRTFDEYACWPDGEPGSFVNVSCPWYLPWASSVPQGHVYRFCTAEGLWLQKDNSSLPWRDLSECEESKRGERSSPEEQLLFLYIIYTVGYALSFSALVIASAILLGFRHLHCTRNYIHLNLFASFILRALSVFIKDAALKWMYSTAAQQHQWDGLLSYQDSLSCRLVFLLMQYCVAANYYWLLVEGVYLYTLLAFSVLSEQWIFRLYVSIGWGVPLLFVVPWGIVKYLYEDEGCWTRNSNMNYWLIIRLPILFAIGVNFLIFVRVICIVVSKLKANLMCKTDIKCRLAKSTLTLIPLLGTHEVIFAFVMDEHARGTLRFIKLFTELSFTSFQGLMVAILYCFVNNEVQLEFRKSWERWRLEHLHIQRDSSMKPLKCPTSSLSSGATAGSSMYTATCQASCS
# HT1080 IDH1KD tx: qHTS for induction of synthetic lethality in tumor cells producing 2HG: qHTS for the HT-1080-IDH1KD cell line. HT-1080 IDH1 knockdown viability, ATP luminescence, 48 h. Potency, µM (top dose mostly 46.1 µM), for inactives: at the top dose activity, negative = toxicity, usual class: cytotoxic. actives 2% (n = 360,000);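 note: potency is the fitted concentration of half-maximal effect; 0% = DMSO wells and -100% = cell-free medium wells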
#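 In this qHTS, HT-1080 cells depleted of IDH1 are exposed for 48 h at 37 °C to compound titrations. Toxicity is scored from CellTiter-Glo luminescence, with DMSO as full viability and medium alone as none.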
# KB-V1 cytotox: qHTS assay for MDR1-selective chemotherapeutics: Primary screen using the drug-selected MDR subline cells KB-V1 | KB-V1 MDR cells viability, CellTiter-Glo, 72 h | AID 1347076, 2019 | Potency, µM (top dose mostly 46.1 µM), for the others: at the top dose activity change, negative = cytotoxicity, usual class: cytotoxic | actives 3.4% (n = 400,000); note: potency is the fitted concentration of half-maximal effect; % is set by controls: 0 for no effect and ±100 for the full control effect; nearly all actives have a fitted effect of over 60% in size
#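 KB-V1 cells (P-gp-expressing MDR subline of KB-3-1) in phenol-red-free DMEM with 10% FBS were exposed to library compounds over a concentration series for 72 h at 37 degrees C. Viability read by CellTiter-Glo luminescence; concentration-effect curves fitted after normalization.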
# D3 antag: qHTS of D3 Dopamine Receptor Antagonist: qHTS | D(3) dopamine receptor (Homo sapiens), P35462 | D3R cells, DiscoveRx beta-arrestin luminescence, antagonist mode; active compounds read low | max response, negative = inhibition, % | actives 2.5% (n = 360,000) | AID 652054, 2013; in the data active = max response below about -50%; inconclusive = no clear call, values can overlap the other calls; note: % is set by controls: 0 for no effect and ±100 for the full control effect; mostly tested at two doses, the higher about 12 µM
# Target sequence (P35462 whole entry, looked up): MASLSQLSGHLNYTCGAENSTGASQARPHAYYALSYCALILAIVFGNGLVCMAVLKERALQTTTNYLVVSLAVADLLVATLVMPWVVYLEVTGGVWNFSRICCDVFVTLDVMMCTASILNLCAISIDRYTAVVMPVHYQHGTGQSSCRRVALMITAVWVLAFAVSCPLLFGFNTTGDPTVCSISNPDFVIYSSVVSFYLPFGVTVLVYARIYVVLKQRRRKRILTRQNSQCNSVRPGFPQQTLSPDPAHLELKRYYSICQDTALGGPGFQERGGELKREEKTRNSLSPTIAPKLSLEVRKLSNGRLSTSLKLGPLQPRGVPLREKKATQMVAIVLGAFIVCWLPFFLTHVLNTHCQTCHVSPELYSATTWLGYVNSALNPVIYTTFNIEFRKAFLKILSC
#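 Cells plated overnight at 1500 cells/well, then exposed to library compounds with dopamine controls for 90 minutes at 37 degrees C. DiscoveRx reagent added for 30–60 minutes at room temperature; luminescence read, quantitative HTS format.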
# SW480 rerep: A quantitative high throughput screen for small molecules that induce DNA re-replication in SW480 colon adenocarcinoma cells; SW480 DNA re-replication, Hoechst DNA content imaging, 48 h; actives 1.8% (n = 340,000); AID 624297, 2012; Potency, µM (series often up to 46.1 µM), inactives show at the top dose re-replication activation, most hits filed as activators; note: potency is the fitted concentration of half-maximal effect; % of control where 0% means no effect; nearly all actives have a fitted effect of over 55% in size
#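 Hoechst fluorescence of nuclei (405 nm excitation, 500-530 nm emission) measured by plate-scanning imager after 48 hr compound exposure at 37 C; re-replication scored as increased number of nuclei with elevated intensity.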
# HT1080NT lethal: qHTS for induction of synthetic lethality in tumor cells producing 2HG: qHTS for the HT-1080-NT fibrosarcoma cell line | HT-1080-NT fibrosarcoma viability, CellTiter-Glo ATP luminescence, 48 h | Potency, µM (doses to about 46.1 µM), without a hit: at the highest dose activity, negative = less viability, actives largely listed as cytotoxic | actives 1.6% (n = 360,000) | AID 686970, 2013;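 note: NT is the 2HG producing partner of a matched IDH1 knockdown line; potency is the fitted concentration of half-maximal effect; 0% = DMSO-treated cells and -100% = media-only wells without cells; nearly all actives have a fitted effect of over 55% in size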
#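 750 cells/well, RPMI + 5% FBS; 2 h settle, compound pin-transfer, 48 h at 37 degrees C. CellTiter-Glo 10 min RT, luminescence. Normalized to DMSO and media-only wells.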
# IL1B secr inh: qHTS for Inhibitors of Inflammasome Signaling: IL-1-beta AlphaLISA Primary Screen. AID 743279, 2014. actives 4.7% (n = 360,000). THP-1 LPS/ATP IL-1B secretion, AlphaLISA, 16 h; active compounds read low. activity change, % at 57.5 µM; in the data active = activity change below about -50%; inconclusive = mostly about -30% to -49%; note: % is set by controls: 0 for no effect and ±100 for the full control effect
#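 THP-1 cells pretreated 1 hr with compounds (up to 57.5 uM final), then stimulated with LPS (250 ng/mL final) plus ATP (1.25 mM final); secreted IL-1B measured by AlphaLISA after 16 hr, decreased signal indicating inhibition.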
# DRD3 agonist: qHTS of D3 Dopamine Receptor Agonist: qHTS. D(3) dopamine receptor (Homo sapiens), P35462. D3R DiscoveRx beta-arrestin cells, luminescence, 90 min. max activation, %. actives 0.58% (n = 410,000). AID 652048, 2013; in the data active = max activation above about 30%; note: 0% is about no effect; mostly tested at two doses, the higher about 12 µM
#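 Agonist mode: compounds and dopamine controls were applied to plated cells for 90 min at 37 degrees C after an overnight attachment at 1500 cells/well. Luminescent read-out followed 30 - 60 minutes at room temperature with DiscoveRx detection reagent.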
# KB-3-1 tox: qHTS assay for MDR1-selective chemotherapeutics: Primary screen using the parental adenocarcinoma cell KB-3-1. KB-3-1 viability, CellTiter-Glo ATP luminescence, 72 h. Potency, µM (doses to about 46.1 µM), for inactives: top-dose activity change, negative = cytotoxic, usual class: cytotoxic. actives 1.4% (n = 400,000); note: potency is the fitted concentration of half-maximal effect; % is set by controls: 0 for no effect and ±100 for the full control effect; nearly all actives have a fitted effect of over 60% in size
#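 Cytotoxicity measured as CellTiter-Glo luminescence after 72 h at 37 C. Compound titrations were pinned onto drug-naive KB-3-1 parental adenocarcinoma cells grown in DMEM with 10% FBS, and normalized data fitted to concentration-response curves.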
# * hit, by the source's call; ? = inconclusive; · = not tested or not shown; [ ] = another dose, or the depositor's remark. Unless noted, calls come from the whole dose curve; as a rule, active = well fitted curve in the direction sought with a large enough effect; inconclusive = small, poorly fitted or top-dose-only effect, or another doubt; inactive = no such curve, though single readings can be large; an effect the other way counts as inactive or inconclusive.
SMILES,GLP1R ag,HT1080 IDH1KD tx,KB-V1 cytotox,D3 antag,SW480 rerep,HT1080NT lethal,IL1B secr inh,DRD3 agonist,KB-3-1 tox
COC(=O)C(C)(C)ONC(=O)Nc1ccc([N+](=O)[O-])cc1,12%,11%,1%,8,-8%,16%,26,7,-3%
O=c1c([N+](=O)[O-])c(NCCN2CCCCCC2)c2ccccc2n1-c1ccccc1,2%,4%,0%,-98*,-5%,0%,-5,-16,2%
Cc1ccc(N(CC(=O)N=Nc2c(O)[nH]c3ccccc23)S(C)(=O)=O)c(C)c1,6%,17%,10%,-7,-10%,18%,-3,1,2%
CCOc1ccc(/C(C)=N/NC(=O)c2nnn(-c3nonc3N)c2-c2cccs2)cc1,2%,1%,16%,20,-1%,?,8,-2,29%
COc1ccccc1-c1nnc(SC/C(O)=C(\C#N)c2nc3ccccc3[nH]2)n1C1CCCCC1,-4%,-27%,26%,13,-704%[inhibitor],-21%,?,2,4%
C[C@H](CO)N1C[C@H](C)[C@@H](CN(C)C(=O)Nc2ccccc2)Oc2c(NC(=O)c3ccncc3)cccc2C1=O,5%,2%,0%,21,8%,5%,-2,16,0%
CCNc1nc(Oc2ccc(C(=O)OCC)cc2)nc(SC)n1,3%,-7%,-2%,4,-11%,2%,35,4,12%
COC(=O)c1sc2ccc(C)cc2c1C(=O)OC,1%,-5%,6%,0,1%,-1%,7,-8,1%
Cc1cccc(NC(=O)CSc2nnc(Cn3nnc(-c4ccccc4)n3)n2-c2ccccc2)c1,0%,6%,?,15,1%,-2%,9,5,1%
COC(=O)c1ccc(/C=C/C(=O)c2cccc(OC)c2)cc1,0%,23µM*,-17%,-21,?,?,-101*,-10,-5%
CC(C)(C)OC(=O)NCC(=O)NCC(=O)OCc1ccccc1,-15%,-2%,0%,0,-1%,-4%,0,-12,-8%
COc1ccc(CCN2C(=O)NC(NC(=O)c3ccccc3OC)(C(F)(F)F)C2=O)cc1OC (configuration not stated),4%,·,18%,·,·,·,·,-9,-1%
COC(=O)c1c(-c2ccc(SC)cc2)sc2ccccc12,30%,-1%,-20%,42,3%,-14%,18,56*,0%
O=C(Cc1ccccc1)NCCSC1CCCCC1,9%,9%,0%,8,-30%[inhibitor],14%,32,3,5%
CCN(CC)C(=O)Cn1c(=O)n(Cc2ccc(C(=O)NCCCOC)cc2)c(=O)c2ccccc21,0%,·,?,·,·,·,·,1,3%
Cc1ccnc(NC(=O)CNC(=O)c2sc3ccccc3c2Cl)c1,-1%,29%,-26%,-20,-8%,15%,-10,-8,4%
CC(CC(=O)N1CCc2ccccc21)n1cccn1 (configuration not stated),-8%,13%,-3%,10,5%,-6%,11,-4,-23%
Cc1ccc(NC(=S)NCCN(C2CCCCC2)C2CCCC2)cc1,5%,6%,18%,-26,?,5%,-11,-13,-2%
CCC(C)NC(=O)C1CCCN1S(=O)(=O)c1ccc(Cl)cc1 (configuration not stated),-6%,10%,-22%,4,0%,16%,19,-2,2%
Cc1cccc(NS(=O)(=O)c2cccc(C(=O)N3CCCCCC3)c2)c1,3%,-6%,-18%,-2,1%,-2%,8,1,4%
COc1cc(C(=O)NCCCc2ccccc2)cc(OC)c1OC,-5%,0%,-1%,-3,-3%,-6%,26,-1,0%
Cc1ccccc1Cn1c(=O)n(CCCCC(=O)NCc2ccc3c(c2)OCO3)c(=O)c2ccccc21,1%,·,?,·,·,·,·,10,?
CC(C)(Oc1ccc(Br)cc1)C(=O)Nc1cc(-c2nc3ccccc3[nH]2)ccc1Cl,0%,·,?,·,·,·,·,3,?
O=C(Nc1nnc(-c2ccc(F)cc2)o1)C1CCCN1S(=O)(=O)c1cccs1 (configuration not stated),0%,4%,?,4,?,8%,-76*,-15,3%
O=C(O)c1ccc(-c2ccco2)n1Cc1ccccc1,-3%,11%,34%,1,-4%[9.22 µM],16%,23,-4,25%

# Next part.
SMILES,GLP1R ag,HT1080 IDH1KD tx,KB-V1 cytotox,D3 antag,SW480 rerep,HT1080NT lethal,IL1B secr inh,DRD3 agonist,KB-3-1 tox
Cc1cccc(N2CCN(C(=O)C3COc4ccccc4O3)CC2)c1C (configuration not stated),-1%,-5%,-8%,-29,6%,-4%,16,-1,-7%
Cc1ccc(S(=O)(=O)c2nc(NCCCn3ccnc3)sc2Cl)cc1,-3%,-24%,0%,22,-3%,-12%,-7,-3,-15%
Cc1ccc(S(=O)(=O)C2(C(=O)N3CCCCCC3)CC2)cc1,-27%,-14%,23µM*,-12,0%,10%,-8,-18,-2%
Oc1ccc2ccccc2c1C=NCc1ccccc1,-1%,-25%,-4%,-19,1%,-18%,55,-5,?
CCc1ccc(NC(=O)[C@H](Cc2ccccc2)N2Cc3ccccc3C2=O)cc1,-1%,·,11%,·,·,·,·,2,2%
COC(=O)CNC(=O)C12CC3(C)CC(C)(CC(C)(C3)C1)C2,-10%,7%,0%,-11,-1%,8%,-8,5,3%
NC(=O)CS(=O)(=O)c1ccc(Cl)cc1,1%,0%,1%,8,-7%,2%,-1,12,4%
Clc1ncn(CCOc2ccccc2)c1Cl,6%,12%,?,-9,-3%,12%,-10,-13,1%
Cn1cccc1CC(=O)NNC(=S)Nc1ccccc1Cl,6%,0%,-24%,-20,-1%,5%,-1,4,-2%
COc1cccc(C(=O)N2CCC2(C)C(=O)NC(C)C)c1 (configuration not stated),-4%,3%,-11%,0,·,23%,29,-5,0%
N#CCc1ccc(NC(=O)Nc2cccc3ccccc23)cc1,-2%,15%,24%,2,-4%,-9%,-2,3,1%
CC(C)(C)C(=O)N(Cc1nc2ccccc2c(=O)[nH]1)Cc1cccs1,1%,2%,?,8,0%,10%,6,0,-4%
CC(C)C(=O)Nc1ccc2c(c1)Cc1cc(NC(=O)C(C)C)ccc1-2,3%,8%,22%,-4,1%,5%,8,-2,25%
Cc1ccccc1Oc1nc2c(c(=O)n(C)c(=O)n2C)n1C,4%,1%,-7%,4,-1%,14%,2,-28,2%
COCCN(CCOC)Cc1cc(=O)oc2ccc3ccccc3c12,27%,-22%,-1%,11,·,5%,-27,7,0%
CCOc1ccc(C(=O)NCC2OCCc3ccccc32)cc1 (configuration not stated),-2%,5%,?,?,0%,3%,-9,-10,-2%
Cc1cccc(N2C(=O)CC(N(O)c3ccccc3)C2=O)c1 (configuration not stated),2%,-6%,-3%,-23,-1%,-2%,-8,-10,0%
C/C=C/CSc1nc2c(c(=O)[nH]c(=O)n2C)n1CCC,?,-3%,?,20,-5%,-2%,-12,6,?
CN(CCc1ccccn1)C(=O)c1ccc(OC2CCN(Cc3ccccn3)CC2)cc1,-11%,14%,·,26,-17%,-4%,-2,0,·
CCOC(=O)N1CCN(Cc2c(F)cccc2F)CC1,10%,16%,1%,23,3%,23%,25,0,-4%
CCOC(=O)[C@@H](NC(=O)CC[C@H]1O[C@@H](n2ccc(=O)[nH]c2=O)[C@H](O)[C@@H]1O)C(C)C,8%,9%,3%,1,·,4%,18,7,0%
COC(=O)c1ccccc1NS(=O)(=O)c1ccc(O)c(C(=O)O)c1,5%,11%,4%,1,0%,10%,14,6,-7%
CCCCOc1ccc(N=Cc2ccc[nH]2)cc1,-2%,10%,0%,3,-4%,8%,-5,-1,1%
COC(=O)c1cccc(NC(=O)Nc2ccc(Cl)cc2Cl)c1,-2%,-17%,-20%,-2,-15%,-17%,-18,-11,?
O=C(O)C(=O)/C(=C\c1ccccc1)c1ccc2ccccc2n1,-4%,1%,-4%,10,0%,0%,34,-6,?

# Going on with the list.
SMILES,GLP1R ag,HT1080 IDH1KD tx,KB-V1 cytotox,D3 antag,SW480 rerep,HT1080NT lethal,IL1B secr inh,DRD3 agonist,KB-3-1 tox
Cc1ccc(O)c(NC2=C(Cl)C(=O)N(Cc3ccccc3)C2=O)c1,2%,-23%,0%,-2,12%,?,7,-2,4%
CCN(CC(=O)Nc1c(F)cccc1F)C(=O)CCCSc1nc2ccccc2[nH]1,-1%,2%,-10%,-14,·,9%,-12,0,-1%
CCOC(=O)CSc1nnc(CSc2nc3ccccc3s2)n1C,-1%,1%[9.24 µM],3%,-14,14%,-2%,26,-3,10%
Cc1ccc(-c2cc(C(F)(F)F)n3nc(C(=O)N4CCN5CCCC5C4)cc3n2)cc1 (configuration not stated),25%,?,-5%,0,?,?,-62*,-2,-5%
Cc1ccc(-n2nnc3c(=O)n(Cc4ccccc4C)cnc32)cc1,1%,7%,8%,6,4%,0%,-9,-1,6%
Cc1cc(Br)ccc1NC(=O)c1ccc(-n2cncn2)c([N+](=O)[O-])c1,-1%,16%,-5%,13,-2%,3%,-8,-4,-25%
CN(C)C(CNC(=O)CCCc1c[nH]c2ccccc12)c1ccco1 (configuration not stated),-6%,17%,-5%,-18,3%,2%,-8,-3,-1%
COc1ccc(CNCc2ccccc2[N+](=O)[O-])cc1OC,-8%,-1%,-20%,0,12%,-6%,-3,0,-3%
Cn1c2ccccc2c2ncn(Cc3ccco3)c(=O)c21,12%,-17%,?,-7,-8%,-15%,18,2,24%
COc1ccccc1/C=N/Nc1nccnc1Cl,-2%,-3%,2%,-23,-16%,-9%,-18,-16,-10%

# Quoted from the listing.
# `Cc1ccnc(NC(=O)CNC(=O)c2sc3ccccc3c2Cl)c1` | HT1080 IDH1KD tx: 29%
# `COc1ccc(CCN2C(=O)NC(NC(=O)c3ccccc3OC)(C(F)(F)F)C2=O)cc1OC` (configuration not stated) | DRD3 agonist: -9

# From PubChem BioAssay
